# MKP-3 inhibition: inhibition of rat DUSP6 enzyme activity – biochemical, in vitro, primary screen (AID 425); recombinant MKP-3 phosphatase activity, fluorescence; higher % means a stronger effect; one-dose inhibition, % at 20 µM; IC50 in µM for titrated hits; hit rate 0.17% among 110,000; in the data active means inhibition above about 50%;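 further: plate controls were vehicle for no effect and reference inhibitor for full effect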
# Hsp70 inhibitors: Hsp70 inhibitors, probe displacement, primary screen, biochemical, fluorescence polarization (AID 583). Hsp70 fluorescence polarization probe displacement, mP; higher % means a stronger effect. one-dose displacement, % at 20 µM; IC50 in µM for titrated hits. hit rate 0.06% among 140,000; in the data active means displacement above about 50%;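 further: plate controls were vehicle for no effect and reference ligand for full effect; a part of the inactive calls stands beside numbers as strong as those of hits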
# Active calls of the source: *; · = no result given; & = joins results of further samples. Only part of the results is shown; the hit share may differ from the screen's.
# Start of the data: the first 6 compounds as a preview:
SMILES,MKP-3 inhibition,Hsp70 inhibitors
COc1cccc(-c2nc(OC(C)C)c3ccccc3n2)c1,·,2.4%
O=C(O)/C=C/C(=O)Nc1ccccc1C(=O)Nc1ccccc1,-6%,7.5%&2.5%
Cc1ccc2c(N)c(C#N)sc2n1,·,1.8%
OCc1cccc(N=Cc2ccc(C=Nc3cccc(CO)c3)cc2)c1,0%,-1.1%
COc1nc(N=C(N)N)nc2c(C)cccc12,0%,0.2%
CC(OC(=O)c1ccco1)C(=O)NC1CCCCC1 (stereo not given),-13%,1.4%

# The list itself, previewed entries included:
SMILES,MKP-3 inhibition,Hsp70 inhibitors
COc1cccc(-c2nc(OC(C)C)c3ccccc3n2)c1,·,2.4%
O=C(O)/C=C/C(=O)Nc1ccccc1C(=O)Nc1ccccc1,-6%,7.5%&2.5%
Cc1ccc2c(N)c(C#N)sc2n1,·,1.8%
OCc1cccc(N=Cc2ccc(C=Nc3cccc(CO)c3)cc2)c1,0%,-1.1%
COc1nc(N=C(N)N)nc2c(C)cccc12,0%,0.2%
CC(OC(=O)c1ccco1)C(=O)NC1CCCCC1 (stereo not given),-13%,1.4%
CC(=O)N(C)c1ccc(NC(=O)c2cnn(C)c2)cc1,8%,·
O=C1C2C(C(=O)N1c1ccc(Cl)cc1)C2(c1ccccc1)c1ccccc1 (stereo not given),2%,1.1%
O=C1C2C(c3ccccc3)OC3(C(=O)c4ccccc4C3=O)C2C(=O)N1c1cccc(Cl)c1 (stereo not given),2%,1.2%
O=C(Nc1ccc(Br)cn1)c1cccc(F)c1,2%,2.1%
O=C(O)c1ccc(CS(=O)(=O)Cc2ccccc2F)o1,·,1.3%
CCCc1nnc(NC(=O)Cn2c(=O)oc3cc(Br)ccc32)s1,·,-1.7%
O=S(=O)(c1cccs1)N1CN(Cc2cccs2)c2nc3ccccc3nc21,-9%,0.8%
O=C(OCc1nc2ccc(Cl)cc2n1CCO)c1ccc2c(c1)OCO2,-13%,4.0%
C/C(=N\NC(=O)c1cc(C2CC2)[nH]n1)c1ccc(C)cc1,-1%,-3.3%
Cc1cc(NC(=O)Cn2nc(-c3ccccc3F)ccc2=O)ccc1-n1cnnn1,-13%,-4.1%
CCOc1ccc(-c2cnc(N)nc2N)cc1,-3%,0.1%
COc1cc(NC(=O)C2CCCN2C(=O)OCc2ccccc2)cc(OC)c1 (stereo not given),·,3.8%
CCN(CC)S(=O)(=O)c1ccc2c(c1)C(=Cc1ccccc1)c1cc(S(=O)(=O)N(CC)CC)ccc1-2,3%,-3.3%
COc1ccc(OC)c(Nc2cc(C(=O)NCCCN3CCOCC3)c3ccccc3n2)c1,6%,-3.7%
CCOc1ccccc1N1CCN(C(=O)Nc2ccc(Cl)c(Cl)c2)CC1,0%,5.2%
CC(=O)N1CCc2c(sc(NC(=O)c3ccc4c(c3)OCCO4)c2C#N)C1,-11%,-4.8%
O=C(Nc1ccc(NC(=O)c2ccc(Br)cc2)cc1)c1ccc(Cl)cc1,3%,3.6%
Cc1nc(SCC(=O)N2CCN(C(=O)c3ccco3)CC2)c2c(C)c(C)sc2n1,-20%,5.7%
COC(=O)c1cc(NC(=O)COc2ccc(Br)cc2)cc(C(=O)OC)c1,-2%,-0.4%
CCC(Sc1ccccc1C(=O)O)C(=O)O (stereo not given),·,-0.3%
CCOC(=O)c1sc(NC(=O)C(CC)Sc2nccn2C)nc1C (stereo not given),-1%,16%
CCOC(=O)CN1C(=O)/C(=C2\SC(=S)N(c3ccccc3)C2=O)c2ccccc21,3%,-0.1%
COc1ccc(S(=O)(=O)N(C)CC(=O)N2CCCCC2)cc1Cl,-17%,3.5%
Cc1ccccc1CN1CCN(S(=O)(=O)c2ccc(Cl)cc2)CC1,5%,3.9%
Cc1cc(=O)[nH]c(SCC(=O)NCCOc2ccccc2)n1,0%,-2.8%
Cc1cccc(N2C(=O)/C(=C/c3ccc(Br)cc3)SC2=S)c1,-4%,-2.4%
O=C(OCCN=C1NS(=O)(=O)c2ccccc21)c1ccncc1,·,-1.0%
O=C(NCCN1CCOCC1)c1cc2nc(-c3ccc([N+](=O)[O-])cc3)cc(C(F)(F)F)n2n1,2%,1.8%
COc1ccc(CNC(=O)C(=O)NCc2ccc(C)cc2)cc1,3%,1.6%
CN1CCN(c2nc(-c3cccnc3)nc3ccccc23)CC1,-4%,3.8%
O=c1c2c(-c3cccs3)csc2ncn1-n1cccc1,·,9.7%
Cc1nc(-c2cccc(NC(=O)c3cccs3)c2)cs1,·,-2.4%
CC1CCCCN1C(=O)CSc1nnc(-c2c[nH]c3ccccc23)o1 (stereo not given),-5%,-3.5%
Cc1cn2c(-c3cccnc3)nnc2s1,9%,5.2%
CN(C)CCC(=O)c1cccc([N+](=O)[O-])c1,6%,2.4%
CCOCCCNS(=O)(=O)c1ccc(NC(=O)c2ccccc2)cc1,-12%,-6.7%
Clc1ccccc1-c1nc(NCc2ccccc2)c2ccccc2n1,2%,0.3%
CCOc1ccccc1NC(=O)c1c(NC(=O)c2ccccc2F)sc2c1CCCCC2,4%,2.5%
CN(C)c1nc(-c2ccccc2)cc(-c2ccccc2)n1,-1%,-2.0%
CCC(Sc1nc(C)cc(C)n1)C(=O)Nc1ccc([N+](=O)[O-])cc1 (stereo not given),-1%,0.6%
O=C(NCCCn1ccnc1)C12CC3CC(CC(C3)C1)C2,1%,2.8%
O=C(Nc1cccc(F)c1)N1CCN(C/C=C/c2ccccc2)CC1,·,-0.9%
O=C(CCS(=O)(=O)c1cccc2nsnc12)N1CC(=O)N(CCc2ccccc2)C(=O)C1,-5%,-3.1%
c1ccc(OCc2nc3ccccc3s2)cc1,-4%,-3.4%
COc1ccc(C(NC(=O)CNC(C)=O)C(=O)Nc2ccc3c(c2)OCCO3)cc1 (stereo not given),-14%,3.5%
CCCC(=O)Nc1cccc(NC(=O)CN2CCN(c3ccccc3OC)CC2)c1,2%,-4.0%
O=C(NCC(c1cccnc1)N1CCOCC1)c1ccco1 (stereo not given),-8%,-2.5%
CN(C)c1ccc(C(=O)Nc2cc(C(F)(F)F)ccc2-n2cncn2)cc1,·,-0.9%
O=C(Cn1cnc2c(nnn2-c2ccc(F)cc2)c1=O)N1CCCc2ccccc21,7%,-6.7%
Cc1nn2c(NCCCN3CCOCC3)c3c(nc2c1-c1ccccc1)CCC3,3%,-2.4%
O=C(O)c1ccccc1C(=O)Nc1nncs1,0%,-0.1%
COc1ccc(C(=O)Nc2cc(C)on2)cc1,-1%,5.0%
COc1ccc(OC)c(N2C(N)=C(C#N)C(c3ccc(OC)c(O)c3)C3=C2CC(C)(C)CC3=O)c1 (stereo not given),-9%,·
CCOC(=O)c1c(-c2ccc(C)cc2)csc1NC(=O)C(C)(C)C,-3%,-0.6%

# Pulled by structure from above (four):
SMILES,MKP-3 inhibition,Hsp70 inhibitors
Cc1nn2c(NCCCN3CCOCC3)c3c(nc2c1-c1ccccc1)CCC3,3%,-2.4%
CCOC(=O)c1c(-c2ccc(C)cc2)csc1NC(=O)C(C)(C)C,-3%,-0.6%
O=C(CCS(=O)(=O)c1cccc2nsnc12)N1CC(=O)N(CCc2ccccc2)C(=O)C1,-5%,-3.1%
O=C(NCC(c1cccnc1)N1CCOCC1)c1ccco1 (stereo not given),-8%,-2.5%

# Later entries.
SMILES,MKP-3 inhibition,Hsp70 inhibitors
O=C(Nc1nnc(COc2ccc(Cl)cc2Cl)s1)c1ccco1,1%,-5.4%
Oc1ccccc1-c1cc(-c2ccccc2)nc(N/N=C/c2ccc(F)cc2)n1,0%,-0.2%
Cn1ccnc1SCC(=O)c1ccc(Cl)cc1,-1%,1.2%
CCCCOc1ccc(S(=O)(=O)n2nc(C)cc2C)cc1,0%,0.3%
COc1ccc2cc(CN(Cc3ccco3)Cc3nnnn3C3CCCCC3)c(=O)[nH]c2c1,-7%,-5.2%
Cn1c(-c2c(N)n(C3CCCC3)c3nc4ccccc4nc23)nc2ccccc21,6%,-6.5%
O=C(Nc1nnc(CSCc2ccccc2F)s1)C1CCCCC1,-1%,-2.0%
O=C1CCCc2c1n(CC(O)CO)c1ccccc21 (stereo not given),0%,-2.9%
O=C(c1cccc(F)c1)n1nnc2ccccc21,-13%,-0.3%
O=C(Nc1ccccc1)c1ccc(S(=O)(=O)N2CCCCC2)cc1,-5%,3.8%
CC1=C(C(=O)OC(C)C)C(c2ccccc2C(F)(F)F)CC(=O)N1 (stereo not given),1%,-1.7%
Cc1ccc(O)c(-c2cc(-c3ccccc3C)[nH]n2)c1,-15%,-3.1%
Cc1cc2c(cc1C)-c1nnc(-c3ccc4ccccc4n3)n1C(C)(C)C2,·,-2.6%
Cc1c(C(=O)O)oc2ccc(S(=O)(=O)N(CC(C)C)CC(C)C)cc12,9%,-5.6%
CCOC(=O)N1CCN(Cc2oc(CO)cc(=O)c2O)CC1,-1%,1.8%
O=C(O)CC1S\C(=N/N=C\C=C/c2ccccc2)N(c2ccc(O)cc2)C1=O (stereo not given),4%,1.8%
COC(=O)c1ccc(C2CC(=O)Nc3c2cc(Br)c2ccccc32)cc1 (stereo not given),5%,0.8%
O=C(NCc1cccnc1)c1ccc(-c2cc(Cl)ccc2Cl)o1,0%,-7.3%
CC(=O)Nc1ccc(OCC(O)CN2CCN(c3ccc(C)c(Cl)c3)CC2)cc1 (stereo not given),3%,·
Cc1cc2cc(CN(CCN3CCOCC3)C(=O)Nc3ccccc3F)c(=O)[nH]c2cc1C,-13%,-0.8%
CCOc1ccc(NC(=O)CN(Cc2ccccc2)S(=O)(=O)c2ccc(OC)cc2)cc1,0%,-2.3%
Cc1nc2ccc(-c3nc4cc(N)ccc4o3)cc2[nH]1,·,2.8%
O=C1CC(c2ccc(Cl)cc2)CC2=C1C(c1ccc(C(F)(F)F)cc1)Nc1ccccc1N2 (stereo not given),6%,-5.5%
CCn1c(SCC(=O)Nc2cc(C)on2)nc2c1c(=O)n(C)c(=O)n2C,1%,2.5%
COc1ccc2c(c1OC)C(=O)N(c1cccc(C)c1)C2,-15%&3%,-4.4%&1.9%
CN1CCN(S(=O)(=O)c2cccc(S(=O)(=O)c3cccc(S(=O)(=O)N4CCN(C)CC4)c3)c2)CC1,·,3.8%
COc1cccc(-c2nnc(SCC(=O)N3CCCC3=O)n2-c2ccccc2)c1,-2%,-1.6%
CCOc1ccccc1C(=O)N1CCC(n2nnc3cc(C(F)(F)F)ccc32)CC1,·,1.4%
CCOc1ccccc1C1C(C(=O)OC)=CNC=C1C(=O)OC,0%,-1.1%
COc1ccccc1CNC(=O)C(=O)NCC1CCCO1 (stereo not given),0%,1.1%&0.7%
Nc1n[nH]c(N)c1N=Nc1ccc(F)cc1,0%,-4.9%
Cc1cc(NC(=O)CSc2c(C)[nH]c3ccccc23)no1,-9%,-5.6%
Brc1cc2c(cc1/C=N/Nc1nc(N3CCOCC3)nc(N3CCOCC3)n1)OCO2,0%,-8.0%
Cn1c(=O)c2[nH]c(NCCCN3CCOCC3)nc2n(C)c1=O,·,1.5%
CC(C)NC(=O)c1ccc(Cl)c([N+](=O)[O-])c1,0%,1.1%
COC(=O)NCC12CC3CC(C1)CC(CNC(=O)OC)(C3)C2,-12%,3.8%

# Compound profiles, as listed above:
# Listed for Cc1cn2c(-c3cccnc3)nnc2s1 = MKP-3 inhibition = 9%; Hsp70 inhibitors = 5.2%
# Listed for COc1ccc2cc(CN(Cc3ccco3)Cc3nnnn3C3CCCCC3)c(=O)[nH]c2c1 = MKP-3 inhibition = -7%; Hsp70 inhibitors = -5.2%

# The listing picks up; the 2 compounds before the break are reprinted first.
SMILES,MKP-3 inhibition,Hsp70 inhibitors
CC(C)NC(=O)c1ccc(Cl)c([N+](=O)[O-])c1,0%,1.1%
COC(=O)NCC12CC3CC(C1)CC(CNC(=O)OC)(C3)C2,-12%,3.8%
Cc1cccc(C(C)C)c1NC(=O)Nc1cccc(Cl)c1,1%,0.5%
CCOc1ccccc1C=Nc1ccccc1C(=O)Nc1ccccc1,-1%,4.1%
CC1CCCCN1S(=O)(=O)c1ccc(NC(=O)c2ccco2)cc1 (stereo not given),·,5.3%
O=C(Cn1cnc2c(cnn2-c2ccc(F)cc2)c1=O)N1CCN(c2ccccc2F)CC1,-2%,-4.5%
Cc1ccc(N(CC(N)=O)C2SC(=O)N(Cc3ccccc3)C2=O)cc1 (stereo not given),-4%,2.0%
O=C(CN1CCOCC1)NCC12CC3CC(CC(C3)C1)C2,1%&-1%,3.9%&6.3%
COc1ccc(N/C=C(\C#N)C(N)=O)cc1,-3%,5.0%
C=CCn1c(=N)n(CC(O)COc2ccccc2OC)c2ccccc21 (stereo not given),-1%,0.0%
COC(=O)C1=NN(C(=O)OC(C)(C)C)C(O)(C(C)(C)C)C1 (stereo not given),1%,-0.4%
CCn1nc(C(=O)OC2CCOC2=O)c2ccccc2c1=O (stereo not given),-7%,4.1%
CC1CN(C(=O)c2cn3ccccc3n2)CC(C)O1 (stereo not given),1%,3.0%
CN(C)S(=O)(=O)c1cccc(C(=O)NCc2cccs2)c1,·,-0.2%
COc1ccc2cc(CCNC(=O)c3ccc4c(c3)OCO4)c(=O)[nH]c2c1,-1%,-0.2%
CC(=O)c1c(C(C)=O)c(C)n(NC(=O)c2ccccc2Cl)c1C,·,9.1%
O=C(Nc1ccc(Br)cc1)C1C(c2ccccc2)=C1c1ccccc1,-3%,-0.8%
Cc1ccc2c(=O)cc(C(F)F)oc2c1,·,10%
CCCC(C(=O)NCC1CCCO1)N(Cc1ccco1)C(=O)CNS(=O)(=O)c1ccccc1 (stereo not given),-20%,2.6%
Cc1cccn2c(=O)c(C=O)c(N3CCC(C)CC3)nc12,0%,-0.2%
O=C(NCc1ccco1)c1cc2c(s1)CSC2,9%,1.7%

# Screening results deposited in PubChem BioAssay by Sanford-Burnham Center for Chemical Genomics.
